HP1b chromo inh: HTS for Inhibitors of HP1-beta Chromodomain Interactions with Methylated Histone Tails; Chromobox protein homolog 1 (Homo sapiens), P83916; Potency, µM (series often up to 114 µM), inactives show top-dose activity change, negative = inhibition, actives largely listed as inhibitors; 390,000 tested, 0.56% active; AlphaScreen HP1-beta / biotin-H3K9me3 peptide binding; also: potency is read from the fitted curve at half-maximal effect; nearly all actives have a fitted effect of over 70% in size; inactives centre near 23
Target sequence (P83916 whole entry, looked up): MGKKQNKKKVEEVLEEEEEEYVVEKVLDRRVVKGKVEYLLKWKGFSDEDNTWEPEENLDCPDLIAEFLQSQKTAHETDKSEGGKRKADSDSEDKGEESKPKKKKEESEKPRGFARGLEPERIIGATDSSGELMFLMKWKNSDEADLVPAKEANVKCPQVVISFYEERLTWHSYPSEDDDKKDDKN
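HP1-beta protein (50 nM final) preincubated 30 min at room temperature with biotinylated H3(1-18)K9me3 peptide (50 nM) in PBS pH 7.4, 0.01% Tween-20, then compound added for 30 min. AlphaScreen streptavidin donor/nickel chelate acceptor beads (10 ug/mL final), 30 min dark, luminescence read.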
mIDH1 inhibitor: qHTS for Inhibitors of mutant isocitrate dehydrogenase 1 (IDH1): qHTS; Isocitrate dehydrogenase [NADP] cytoplasmic (Homo sapiens), O75874; IDH1-R132H enzyme, NADPH consumption, diaphorase/resazurin fluorescence; Potency, µM (titrated, usually from 76.6 µM), for the others: at the top dose activity change, negative = inhibition, actives largely listed as inhibitors; 390,000 tested, 0.093% active; AID 602179, 2012; also: potency is read from the fitted curve at half-maximal effect; % is scaled to controls: 0 for no effect and ±100 for the full control effect; nearly all actives have a fitted effect of over 65% in size
Target sequence (O75874 whole entry R132H, stated change not applied): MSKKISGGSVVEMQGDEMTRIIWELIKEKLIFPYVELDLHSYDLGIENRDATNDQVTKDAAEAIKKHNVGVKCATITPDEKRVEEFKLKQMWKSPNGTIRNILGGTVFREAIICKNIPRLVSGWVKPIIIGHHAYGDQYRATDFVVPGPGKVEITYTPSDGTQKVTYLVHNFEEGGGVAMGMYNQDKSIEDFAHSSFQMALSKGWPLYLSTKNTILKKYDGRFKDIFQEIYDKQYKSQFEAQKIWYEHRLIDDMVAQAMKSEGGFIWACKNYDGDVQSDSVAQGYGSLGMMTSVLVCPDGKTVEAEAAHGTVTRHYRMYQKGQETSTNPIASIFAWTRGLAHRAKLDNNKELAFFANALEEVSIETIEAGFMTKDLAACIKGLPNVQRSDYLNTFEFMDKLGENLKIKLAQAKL
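IDH1-R132H (0.5 ug/mL dispensed) in pH 7.5 Tris buffer was preincubated 30 min with compound, then given a substrate mix of 0.016 mM NADPH and 2 mM alpha-KG for 80 min at room temperature; remaining NADPH was read by diaphorase/resazurin fluorescence.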
TrxR1 substrate: qHTS Assay for Substrates of Mammalian Selenoprotein Thioredoxin Reductase 1 (TrxR1): qHTS; 390,000 tested, 0.01% active; purified TrxR1 substrate turnover, NADPH consumption readout; Potency, µM (doses to about 114 µM), for inactives: at the top dose activity change, negative = substrate turnover; also: potency is read from the fitted curve at half-maximal effect; % is scaled to controls: 0 for no effect and ±100 for the full control effect; nearly all actives have a fitted effect of over 50% in size
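Rat TrxR1, dispensed at 90 nM, was prereduced with 400 uM NADPH (final) for 5 min at ~22 deg C, then incubated with compound 15 min before 400 uM selenite. A first-read NADPH fluorescence drop versus no-compound background flagged substrates.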
PI4K2A inh: qHTS for small molecular inhibitors of PI4K2A; Phosphatidylinositol 4-kinase type 2-alpha (Homo sapiens), Q9BTU6; purified PI4K2A, ADP-Glo luminescence, 1 h; active compounds read low; activity change, negative = inhibition, % at 76.9 µM; 420,000 tested, 0.13% active; in the data active = activity change below about -50%; inconclusive = mostly about -30% to -49%;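 also: -100% = wells without enzyme as full effect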
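PI4K2A activity was measured by ADP-Glo luminescence: enzyme (4 ug/mL stock) and phosphatidylinositol (1.2 mM stock) in Tris pH 7.5/MgCl2/EGTA/Triton X-100 buffer were reacted with ATP (300 microM stock) for one hour at ambient temperature.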
TrxR1 inh: qHTS Assay for Inhibitors of Mammalian Selenoprotein Thioredoxin Reductase 1 (TrxR1): qHTS; Thioredoxin reductase 1, cytoplasmic (Rattus norvegicus), O89049; recombinant rTrxR1, NADPH fluorescence consumption, selenite substrate; Potency, µM (top dose mostly 114 µM), for the others: at the highest dose activity change, negative = inhibition, most hits filed as inhibitors; 390,000 tested, 1% active; AID 588453, 2011; also: potency is read from the fitted curve at half-maximal effect; % is scaled to controls: 0 for no effect and ±100 for the full control effect; nearly all actives have a fitted effect of over 65% in size
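Rat TrxR1 (90 nM in the dispensed reagent) was pre-reduced with 400 uM NADPH for 5 min at room temperature, then incubated with compound for 15 min. After 400 uM selenite was added, NADPH fluorescence (Ex 340/Em 450 nm) was followed for 8 min.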
Pin1 inhibitor: qHTS Assay to Find Inhibitors of Pin1 | 390,000 tested, 0.009% active | Pin1 FP peptide displacement, HiFluor488, 10 min | Potency, µM (highest dose often 115 µM), for the others: at the top dose activity, negative = inhibition, actives largely listed as inhibitors | Peptidyl-prolyl cis-trans isomerase NIMA-interacting 1 (Homo sapiens), Q13526 | AID 504891, 2011; active = well fitted inhibition curve with a large enough effect in the polarisation, with a control signal flat, not every such curve was filed as active; inconclusive = small, poorly fitted or top-dose-only effect, or effect the other way, or a change in a side signal; inactive = no such curve, though single readings can be large or run the other way; the % refers to the polarisation; also: potency is read from the fitted curve at half-maximal effect; % is scaled to controls: 0 for no effect and ±100 for the full control effect
Target sequence (Q13526 whole entry, looked up): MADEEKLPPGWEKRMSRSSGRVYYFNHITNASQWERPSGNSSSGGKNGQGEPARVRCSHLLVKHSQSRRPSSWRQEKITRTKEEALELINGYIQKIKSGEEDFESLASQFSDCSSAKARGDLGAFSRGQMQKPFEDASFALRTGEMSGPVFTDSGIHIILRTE
USP1 inh: Inhibitors of USP1/UAF1: Primary Screen; Ubiquitin carboxyl-terminal hydrolase 1 (Homo sapiens), O94782; recombinant USP1/UAF1, Ub-Rhodamine cleavage fluorescence; Potency, µM (highest dose often 57.1 µM), for the others: top-dose activity change, negative = inhibition, hits mostly inhibitors; 390,000 tested, 0.23% active; AID 743255, 2014; also: potency is read from the fitted curve at half-maximal effect; % is scaled to controls: 0 for no effect and ±100 for the full control effect; nearly all actives have a fitted effect of over 60% in size; inactives centre near -12
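1 nM enzyme complex + cpd, 15 min RT; start with Ub-Rho 150nM final; kinetic fluorescence ex 480/em 540, 6 reads q60 s. Buffer 50mM HEPES pH 7.8, 0.5mM EDTA, 0.1 mg/ml BSA, 1mM TCEP, 0.01% Tween-20.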
GLS inh: qHTS for Inhibitors of Glutaminase (GLS); Glutaminase kidney isoform, mitochondrial (Homo sapiens), O94925; GLS enzymatic activity, qHTS titration; Potency, µM (highest dose often 45.5 µM), inactives show top-dose activity change, negative = inhibition, usual class: inhibitors; 410,000 tested, 0.21% active; AID 624170, 2012; also: potency is read from the fitted curve at half-maximal effect; % is scaled to controls: 0 for no effect and ±100 for the full control effect
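Two-point fluorescence kinetic (t0, 30 min RT) for hKGA; glutamate detected via glutamate oxidase–HRP–Amplex Red. Substrate: 1 mM L-glutamine solution; buffer 45 mM KH2PO4, pH 8.2.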
Tb PGK inh: qHTS Assay to Find Inhibitors of Phosphoglycerate Kinase. Phosphoglycerate kinase, glycosomal (Trypanosoma brucei brucei), P07378. PGK/GAPDH coupled, Kinase-Glo luminescence, 60 min. Potency, µM (series often up to 57.5 µM), inactives show at the top dose activity change, negative = inhibition, usual class: inhibitors. 380,000 tested, 0.043% active; also: potency is read from the fitted curve at half-maximal effect; % is scaled to controls: 0 for no effect and ±100 for the full control effect; nearly all actives have a fitted effect of over 60% in size
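Recombinant glycosomal PGK reaction used 1,3-bisphosphoglycerate generated in-well by GAPDH (100nM final) in 100mM TEA pH 7.6, 5mM MgCl2, 0.01% Tween-20. After 60 minutes at room temperature, ATP was read by Kinase-Glo Plus luminescence end-point.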
An asterisk follows results filed as active; i = inactive; ? = inconclusive; . = no result given; [ ] = dose if it differs, or a comment. Unless noted, calls follow the shape of the dose curve; as a rule, active = well fitted curve in the direction sought with a large enough effect; inconclusive = small, poorly fitted or top-dose-only effect, or another doubt; inactive = no such curve, though single readings can be large; an effect the other way counts as inactive or inconclusive. An excerpt. The share of hits here may be higher or lower than overall.

SMILES	HP1b chromo inh	mIDH1 inhibitor	TrxR1 substrate	PI4K2A inh	TrxR1 inh	Pin1 inhibitor	USP1 inh	GLS inh	Tb PGK inh
O=C(c1ccc(S(=O)(=O)N2CCCC2)cc1)N1CCN(c2ccccc2F)CC1	1%	4%	14%	-1	40%	3%	-4%	0%	-8%
CCCCCn1c(CN2CCCCC2CC)nc2c1c(=O)n(C)c(=O)n2C (centres undefined)	18%	12%	7%[57.1 µM]	-1	4%[57.1 µM]	5%	-22%	4%	-7%
Cc1cc2nncn2c2ccccc12	22%	1%	4%	2	-3%	0%	-19%	5%	-5%
CN(C)c1nc(NCc2ccccc2)nc(N/N=C/c2cccc(Br)c2)n1	?	0%	0%[57.1 µM]	0	27%[57.1 µM]	1%	-25%	-10%	12%
Cc1cc(NC(=O)c2ccc(Br)c(S(=O)(=O)N3CCCC3)c2)no1	32%[activator]	14%	7%[57.1 µM]	1	16%[57.1 µM]	0%	-14%	15%	9%
COC(=O)NC1(C(F)(F)F)NC(=O)N(C2CCCCC2)C1=O (centres undefined)	15%	-3%	7%[57.1 µM]	-6	12%[57.1 µM]	-6%	-2%	-2%	-2%
COc1ccc(CCNS(=O)(=O)c2cn(C)cn2)cc1OC	16%	1%	11%	-5	57%[activator]	-6%	-9%	8%	-3%
CCc1cccc(NC(=O)C2CCCN(c3cnccn3)C2)c1 (centres undefined)	10%[57 µM]	-2%	1%	5	6%	1%	-24%	-4%	-7%
COc1ccc(-c2c(C)nn3c(N)c(-c4ccccc4)cnc23)cc1OC	36%	?	2%	1	13%	-3%	-26%	17%	6%
CCOc1ccc(-n2ccnc2SCC(=O)Nc2ccc3c(c2)OCO3)cc1	-9%[57 µM]	27%	0%[57.1 µM]	-5	6%[57.1 µM]	-7%	-8%	2%	-8%
C[C@H](NC(=O)c1nc[nH]c1C(=O)N[C@@H](Cc1ccccc1)C(=O)OCc1ccccc1)c1ccccc1	34%	4%	-4%	-4	23%	-2%	-17%	-2%	-3%
CC(C)NC(=O)N(O)C1N(Cc2ccc3c(c2)OCO3)C(=S)SC1(C)C (centres undefined)	26%	2%	5%[57.1 µM]	9	14%[57.1 µM]	-7%	-18%	-1%	6%
Cc1csc(SCC(=O)NCc2cccc(Cl)c2)n1	26%	13%	-4%	3	14%	1%	-3%	2%	-1%
CN(C)C(CNC(=O)c1ccc(NS(=O)(=O)c2cccc([N+](=O)[O-])c2)cc1)c1ccco1 (centres undefined)	20%	4%	6%	1	-1%	0%	-6%	5%	5%
CC(C)CCNC(=O)C1CCN(C(=O)N2CCOc3ccc(Cl)cc32)CC1	23%	-5%	-2%	1	-8%	1%	-5%	-1%	8%
Cc1ccnc(NC(=O)C2CCN(S(=O)(=O)c3ccc4c(c3)CC(C)N4C(=O)C3CCC3)CC2)c1 (centres undefined)	16%	2%	2%	-3	15%	-2%	-29%	12%	-1%
O=C(NC1CCN(S(=O)(=O)c2ccc(Cl)cc2)CC1)c1cccnc1	28%	8%	-12%[57.1 µM]	5	33%[57.1 µM]	1%	-17%	0%	-9%
N#Cc1c2c(c(-n3cnc4ccccc43)n3c1nc1ccccc13)CCC2	37%[activator]	5%	8%	4	13%	6%	-9%	0%	-1%
Cc1cc(Br)c2[nH]cc(CCNC(=O)c3ccco3)c2c1	17%	3%	-5%	3	-5%	0%	-24%	0%	-4%
CC(C)c1onc(C(=O)NCCc2ccccc2)c1[N+](=O)[O-]	21%	-17%	-5%[57.1 µM]	-6	-8%[57.1 µM]	?	-8%	2%	-3%
c1csc(-c2csc(-c3cccs3)n2)c1	208%[activator]	-4%	7%[57.1 µM]	-3	1%[57.1 µM]	0%	-11%	0%	2%
C[C@]12CCC(=O)C=C1C=CC1C2CC[C@@]2(C)C1CC[C@@]21CCC(=O)O1 (some centres undefined)	36%	1%	4%	8	8%	-2%	-5%	1%	-2%
COCCn1c(=S)[nH]c2cc(C(=O)N3CC(C)CC(C)C3)ccc2c1=O (centres undefined)	42%[activator]	-2%	1%	5	5%	-4%	-10%	2%	-2%
CCc1cc(C(=O)OC)c(NC(=O)CC2SC(N)=NC2=O)s1 (centres undefined)	22%[57 µM]	4%	-4%	2	11%	1%	-7%	-2%	-11%
Cc1cc(C)c(NC(=O)CSc2nc(COc3ccccc3)nc3ccccc23)c(C)c1	19%	3%	9%	0	9%	26%	-20%	2%	-3%
O=C(O/N=C\c1ccc(N2CCOCC2)c([N+](=O)[O-])c1)c1ccccc1Cl	?	6%	-8%	6	-14%	-3%	-7%	-3%	-4%
CCc1nnc(SCc2ccc(OC(C)C)cc2)n1N	20%	10%	-3%[57.1 µM]	3	17%[57.1 µM]	-5%	-16%	-4%	i
COc1ccc(CCNC(=O)c2cc([N+](=O)[O-])ccc2N2CCOCC2)cc1	15%	4%	-10%	6	-17%	-8%	-4%	2%	-5%
COc1ccc(CCNC(=O)c2ccncc2)cc1OC	26%	12%	-8%[57.1 µM]	-5	12%[57.1 µM]	-1%	-16%	-5%	-5%
COc1ccc(-n2c(SCC(=O)N3CCCc4ccccc43)nc3c([nH]c4ccccc43)c2=O)cc1	22%[57 µM]	-9%	3%[57.1 µM]	1	11%[57.1 µM]	0%	-28%	-1%	8%
O=C(NCCCN1CCOCC1)c1cc2c([nH]c3ccccc32)c(-c2cccc(Br)c2)n1	-9%	1%	14%[57.1 µM]	5	39%	12%	-28%	5%	i
O=C(O)/C=C/C(=O)NNC(=O)c1cc(-c2ccccc2)n[nH]1	25µM*	-1%	10%	-15	6.3µM*	-11%	-15%	-14%	?
Cc1ccc(NC(=O)c2cnccn2)c(OC(F)F)c1	18%	2%	2%	-3	3%	0%	-1%	2%	-2%
O=C(Cn1cc([N+](=O)[O-])ccc1=O)N1CCCc2ccccc21	-2%	-1%	-4%	7	6%	0%	-2%	3%	2%
O=C1CCC/C=C\C[C@@H](CC(=O)N(CCO)Cc2ccccc2)C(=O)N[C@H](Cc2c[nH]c3ccccc23)CO1	15%	0%	1%	-1	15%	-2%	-15%	6%	i
CCC(=O)N1CCCc2ccccc21	15%	0%	0%	3	28%	3%	-7%	0%	i
COc1ccccc1C(=O)NC(=S)Nc1ccc(N2CCCC2)cc1	?	2%	10%	-5	9%	1%	-3%	23%	i
CNC[C@H]1Oc2c(NS(=O)(=O)c3ccc(F)cc3)cccc2C(=O)N([C@H](C)CO)C[C@@H]1C	7%	-15%	6%[57.1 µM]	1	13%[57.1 µM]	4%	-11%	-2%	0%
O=C(O)c1cccc(-n2cccc2/C=C2/NC(=O)N(c3ccc(Cl)cc3)C2=O)c1	1.1µM*	-1%	-10%[57.1 µM]	?	?	.	?	-4%	3.2µM*
CCC(=O)N1CCc2cc(S(=O)(=O)CCC(=O)N3CCN(c4cccc(C)c4C)CC3)ccc21	15%	1%	-5%	-1	3%	-1%	-12%	3%	-1%
O=[N+]([O-])c1ccc(Sc2ncc3ccccn23)nc1	44%[activator]	13%	0%	1	-17%	5%	-13%	-1%	-9%
O=C(COC(=O)c1cc([N+](=O)[O-])ccc1NCCO)Nc1cccnc1Cl	22%	1%	-4%	9	4%	?	-19%	-9%	0%
COc1ccc(OC)c(N(CC(=O)NCCSc2ccccc2)S(C)(=O)=O)c1	19%	3%	-5%	0	-8%	-2%	-1%	-4%	-9%
CC(C)c1ccccc1NC(=O)COC(=O)Cc1cccc(C(F)(F)F)c1	2%	7%	-6%	0	-2%	8%	-3%	29%	3%
CCOc1ccc(C(C)NC(=O)c2ccc3c(c2)NC(=O)C(C)S3)cc1OCC (centres undefined)	12%	-19%	4%	2	39%[activator]	4%	-4%	0%	-5%
CCOC(=O)C1=C(C)N=c2s/c(=C\c3ccc(O)c([N+](=O)[O-])c3)c(=O)n2C1c1ccccc1OC (centres undefined)	?	-12%	?	2	?	11%	-12%	?	7%
CN1C(=O)c2ccccc2NC(=O)[C@]12O[C@@H]2c1cccc(O)c1	19%	-3%	-4%[57.1 µM]	-24	-17%[57.1 µM]	-26%	-1%	?	-6%

Bioassay records (PubChem BioAssay)
